ALOX12 inh = inhibitors of human 12S-lipoxygenase ALOX12. Potency, µM (titrated, usually from 108 µM), without a hit: top-dose activity change, negative = inhibition, most hits filed as inhibitors. P18054. AID 1671190. purified 12hLO, xylenol orange hydroperoxide absorbance. 580,000 tested, 1.1% active; note: % is set by controls: 0 for no effect and ±100 for the full control effect
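Hydroperoxide product was detected by ferrous iron/xylenol orange as the 573 to 405 nm absorbance ratio. Arachidonic acid at 40 uM (final) was turned over for 30 min at room temperature by 150 nM human 12hLO, pH 7.0 Hepes buffer, after 15 min compound preincubation.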
USP1 inh = blocks the human USP1/UAF1 deubiquitinase complex | Potency, µM (top dose mostly 57.1 µM), inactives show top-dose activity change, negative = inhibition, actives largely listed as inhibitors | recombinant USP1/UAF1, Ub-Rhodamine cleavage fluorescence | 390,000 tested, 0.23% active; note: % is set by controls: 0 for no effect and ±100 for the full control effect; nearly all actives have a fitted effect of over 60% in size; inactives centre near -12
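Step one: compound is pinned into 1nM USP1/UAF1 in HEPES pH 7.8 buffer with TCEP. Step two: 15 min room-temperature incubation. Step three: Ub-Rho (150nM final) starts cleavage, tracked by fluorescence over six one-minute reads.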
Vif-APOBEC3G blk = blocks the Vif interaction with human APOBEC3G. 410,000 tested, 0.076% active. Potency, µM (top dose mostly 46.1 µM), inactives show top-dose activity, negative = active, actives largely listed as inhibitors. HeLa A3G-eYFP + Vif (tagged APOBEC3G with the HIV-1 protein that degrades it), YFP fluorescence, overnight. AID 602310. Q9HC16;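 note: % is set by controls: 0 for no effect and ±100 for the full control effect; nearly all actives have a fitted effect of over 60% in size; hits raise eYFP signal because A3G escapes Vif-driven loss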
Target sequence (Q9HC16 whole entry, looked up): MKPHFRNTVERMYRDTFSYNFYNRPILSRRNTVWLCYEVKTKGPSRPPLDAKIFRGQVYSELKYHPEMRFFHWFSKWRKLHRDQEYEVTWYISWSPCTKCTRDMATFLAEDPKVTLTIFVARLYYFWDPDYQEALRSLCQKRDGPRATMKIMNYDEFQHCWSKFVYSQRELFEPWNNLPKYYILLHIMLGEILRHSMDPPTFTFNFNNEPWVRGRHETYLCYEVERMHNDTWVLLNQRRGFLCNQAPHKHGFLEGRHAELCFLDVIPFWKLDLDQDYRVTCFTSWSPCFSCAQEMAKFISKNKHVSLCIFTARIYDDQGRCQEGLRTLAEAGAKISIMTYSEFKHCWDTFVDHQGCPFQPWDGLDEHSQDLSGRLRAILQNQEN
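Read-out is eYFP fluorescence (Ex 488/Em 500-530) from Vif-expressing HeLa A3G-eYFP cells; more signal means A3G escaped Vif-mediated degradation. Cells plated overnight, compound pinned in, incubated overnight at 37 deg C.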
RGS4 inh = inhibitors of human regulator of G protein signaling 4; 390,000 tested, 0.039% active; P49798; Transcreener GDP fluorescence polarization, RGS4-accelerated GTP hydrolysis; Potency, µM (titrated, usually from 114 µM), for inactives: at the highest dose activity change, negative = inhibition, usual class: inhibitors; note: % is set by controls: 0 for no effect and ±100 for the full control effect; nearly all actives have a fitted effect of over 75% in size; some results filed as inactive show a strong effect at the top dose
Target sequence (P49798 whole entry, looked up): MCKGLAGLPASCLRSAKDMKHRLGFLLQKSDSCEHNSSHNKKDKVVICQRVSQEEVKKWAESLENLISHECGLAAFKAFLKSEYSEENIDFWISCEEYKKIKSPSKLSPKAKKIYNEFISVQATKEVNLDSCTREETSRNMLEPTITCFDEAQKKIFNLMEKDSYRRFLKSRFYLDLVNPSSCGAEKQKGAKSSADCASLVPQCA
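MLSMR compounds (23 nl, pin-transferred) preincubated 10 min at room temperature with a 500nM (2x) first reagent, then RGS4 at 900nM (2x) plus Transcreener GDP mix added; fluorescence polarization (620/688 nm) read before and after 90 min at 30 °C.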
RXFP1 ag = agonists of human relaxin receptor RXFP1. Q9HBX9. AID 2676. HEK293T-RXFP1 cAMP TR-FRET, 30 min; response scale: percent of porcine relaxin response, buffer zero. Potency, µM (titrated, usually from 57.5 µM), without a hit: at the top dose activation, actives largely listed as activators. 370,000 tested, 0.3% active; note: % is set by controls: 0 for no effect and ±100 for the full control effect; nearly all actives have a fitted effect of over 60% in size; many of its hits are not listed in these tables
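cAMP rise read by TR-FRET after 30 min, 37C compound exposure (up to 58 uM) in RXFP1-transfected HEK293 cells with Ro 20174 present. EC50 from Hill-equation fits, with 29 nM porcine relaxin as 100% and buffer as basal.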
TrxR1 inh = rat TrxR1 inhibition. O89049. recombinant rTrxR1, NADPH fluorescence consumption, selenite substrate. Potency, µM (titrated, usually from 114 µM), without a hit: at the highest dose activity change, negative = inhibition, hits mostly inhibitors. 390,000 tested, 1% active. AID 588453; note: % is set by controls: 0 for no effect and ±100 for the full control effect; nearly all actives have a fitted effect of over 65% in size
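Rat TrxR1 (90 nM in the dispensed reagent) was pre-reduced with 400 uM NADPH for 5 min at room temperature, then incubated with compound for 15 min. After 400 uM selenite was added, NADPH fluorescence (Ex 340/Em 450 nm) was followed for 8 min.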
TrxR1 substrate = rat thioredoxin reductase 1 substrate activity; O89049; purified TrxR1 substrate turnover, NADPH consumption readout; Potency, µM (highest dose often 114 µM), inactives show at the highest dose activity change, negative = substrate turnover; 390,000 tested, 0.01% active; AID 588456; note: % is set by controls: 0 for no effect and ±100 for the full control effect; nearly all actives have a fitted effect of over 50% in size
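Rat TrxR1, dispensed at 90 nM, was prereduced with 400 uM NADPH (final) for 5 min at ~22 deg C, then incubated with compound 15 min before 400 uM selenite. A first-read NADPH fluorescence drop versus no-compound background flagged substrates.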
IDH1 R132H inh = blocks human mutant IDH1 R132H enzyme; O75874; IDH1-R132H enzyme, NADPH consumption, diaphorase/resazurin fluorescence; Potency, µM (titrated, usually from 76.6 µM), without a hit: top-dose activity change, negative = inhibition, usual class: inhibitors; 390,000 tested, 0.093% active; AID 602179; note: % is set by controls: 0 for no effect and ±100 for the full control effect; nearly all actives have a fitted effect of over 65% in size
Target sequence (O75874 whole entry R132H, stated change not applied): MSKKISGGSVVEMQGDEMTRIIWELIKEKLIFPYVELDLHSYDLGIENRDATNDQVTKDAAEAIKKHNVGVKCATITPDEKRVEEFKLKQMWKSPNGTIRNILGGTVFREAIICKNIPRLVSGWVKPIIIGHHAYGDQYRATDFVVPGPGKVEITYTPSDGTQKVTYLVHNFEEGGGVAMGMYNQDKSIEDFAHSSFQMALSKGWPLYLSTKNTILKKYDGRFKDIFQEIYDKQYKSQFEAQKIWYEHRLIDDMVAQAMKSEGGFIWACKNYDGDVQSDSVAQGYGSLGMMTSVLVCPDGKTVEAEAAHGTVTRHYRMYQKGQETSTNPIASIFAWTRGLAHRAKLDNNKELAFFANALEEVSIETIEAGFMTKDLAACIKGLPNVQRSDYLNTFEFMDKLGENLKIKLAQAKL
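IDH1-R132H (0.5 ug/mL) preincubated 30 min with compound, then NADPH (0.016 mM) and alpha-KG (2 mM) added; 80 min at RT, pH 7.5. Remaining NADPH coupled via diaphorase/resazurin to fluorescence (540/590 nm); concentration-response curves normalized to no-enzyme control.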
Vif-A3F inh = blocks the Vif interaction with APOBEC3F | HeLa A3F-eYFP + Vif (tagged APOBEC3F with the HIV-1 protein that degrades it), YFP fluorescence increase | Potency, µM (doses to about 46.1 µM), without a hit: top-dose activity, negative = active | 390,000 tested, 0.2% active | AID 602313; note: % of control where 0% means no effect; nearly all actives have a fitted effect of over 65% in size
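Fluorescence increase (Ex 488/Em 500-530) after overnight compound treatment at 37 deg C flags inhibition of Vif-driven A3F-eYFP loss in stable HeLa A3F-eYFP/Vif cells seeded overnight beforehand.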
* hit, by the source's call; ? = inconclusive; · = not tested or not shown; & = joins results of further samples; [ ] = remark or other dose. Calls come from the whole dose curve; as a rule, active = well fitted curve in the direction sought with a large enough effect; inconclusive = small, poorly fitted or top-dose-only effect, or another doubt; inactive = no such curve, though single readings can be large; an effect the other way counts as inactive or inconclusive. Potency is the fitted concentration of half-maximal effect. A portion of the library, so the mix of outcomes need not match the whole.

SMILES	ALOX12 inh	USP1 inh	Vif-APOBEC3G blk	RGS4 inh	RXFP1 ag	TrxR1 inh	TrxR1 substrate	IDH1 R132H inh	Vif-A3F inh
CCCCCc1cc(=O)oc2c(C(CCN3CCCC(C)C3)c3ccc4c(c3)OCO4)c(OC)cc(OC)c12 (stereo not given)	?	-27%	2%	-11%	-0.7%	6%	-3%	-13%	0%
COCCNC(=O)CN1C(=O)COc2ccc(S(=O)(=O)N3CCCC3)cc21	0%	-4%	5%	-13%	0.1%	8%	-2%	17%	-10%
Cc1ccc(NC(=O)CCC(=O)N2CCSc3ccccc32)cc1	-5%	4%	1%	-9%	3.2%	2%	0%	-8%	10%
O=C1NC2=C(C(=O)c3ccccc32)C(c2ccccc2)N1 (stereo not given)	-4%	1%	-13%	-8%	0.1%	23%	8%	3%	-3%
CCOC(=O)c1cc2c(ccc3ccccc32)oc1=O	-6%	-23%	8%	-10%	5.6%	137%[activator]	764%[activator]	2%	0%
O=C(NCc1ccccn1)c1ccc(CNS(=O)(=O)c2cccc(C(F)(F)F)c2)cc1	4%	-13%	0%	11%	0.5%	19%[57.1 µM]	11%[57.1 µM]	-4%	-2%
CCN(C(=O)CSc1nnc(CNc2cccc(OC)c2)n1C1CCCCC1)C1CCS(=O)(=O)C1 (stereo not given)	458%[activator]	-21%	-1%	-9%	0.0%	-5%	-9%	9%	-4%
COc1ccc(S(=O)(=O)N(C)C)cc1NC(=O)c1ccc2c(c1)NC(=O)C(C)S2 (stereo not given)	7%	-11%	-7%	6%	0.3%	19%	3%	-7%	-5%
CCOc1ccc(CN2CCN(Cc3c(C)nn(CC)c3C)CC2CCO)cc1 (stereo not given)	17%	-12%	1%	-8%	-1.0%	11%	-3%	1%	7%
CCC(=O)c1cn(/C(=C\C(=O)OC(C)(C)C)CCC(OC)OC)cc1CC	-20%	-9%	-5%	-13%	-1.4%	?	1%	0%	0%
COc1cccc(C(=O)Nc2cc(-c3ccccc3)nn2-c2ccccc2)c1	-14%	-28%	1%	3%	0.7%	10%[57.1 µM]	-1%[57.1 µM]	-9%	-1%
CCOc1ccccc1CNC(=O)CCCn1c(=O)c2cccn2c2ccc(F)cc21	-28%	-29%	2%	0%	-0.1%	10%	1%	-1%	-12%
CN1CCN(c2ccc([N+](=O)[O-])cc2NC(=O)c2ccccc2Cl)CC1	-20%	-6%	0%	15%	0.2%	23%	-3%	0%	-6%
CC(C)c1ccc(NC(=O)Cn2cc(S(=O)(=O)Cc3cccc(Cl)c3)c3ccccc32)cc1	-16%	-20%	5%	-1%	2.5%	23%	0%	0%	2%
Cc1cc(-c2csc(N)n2)c(C)n1C	?	-22%	2%	-53%	-0.2%	?	-3%	7%	0%
C=CCC(=O)N1CCCC(CNC(=O)c2ccc(-c3ccccc3)cc2)C1 (stereo not given)	0%	-20%	3%	-15%	0.5%	5%	1%	10%	-3%
CN(C)S(=O)(=O)c1ccc(N2C(=O)CC2(/C=C/c2ccccc2)C(=O)NC2CCCC2)cc1 (stereo not given)	10%	-11%	0%	-25%	-0.1%	9%	1%	4%	-1%
C=CCN1N=C(c2ccc(Cl)s2)CSC1=O	-1%	-6%	1%	13%	-0.3%	-23%[57.1 µM]	-1%[57.1 µM]	-2%	5%
Cc1noc(C)c1C(c1ccccc1)c1ccccc1	15%	-16%	-5%	-15%	0.7%	4%	-1%	0%	-9%
Cc1ccc(S(=O)(=O)NCCC(=O)N2CCN(C/C=C/c3ccccc3)CC2)cc1	-3%	-10%	0%	19%	-1.2%	1%	-2%	2%	-4%
CC(=O)N1CCc2c(sc(NC(=O)Cc3ccccc3)c2C(N)=O)C1	2%[57.4 µM]	?	-7%	-4%	-1.7%	9%	7%	3%	-9%
CC(C)(Oc1ccc(CCNC(=O)c2ccc(-c3ccc(Cl)cc3)o2)cc1)C(=O)O	-11%	-17%	0%	-37%	0.4%	15%[57.1 µM]	10%[57.1 µM]	1%	-1%
CCOC(=O)Cn1c(=O)n(CC2CCCO2)c2nc(-c3ccccc3F)nc(C(N)=O)c21 (stereo not given)	?	-22%	-3%	-8%	-0.6%	15%[57.1 µM]	8%[57.1 µM]	6%	-8%
CC(C)CN(C(=O)CN(C)C(=O)Cc1ccc(Cl)cc1)c1c(N)n(CC(C)C)c(=O)[nH]c1=O	-5%&-20%	-4%	2%	0%	1.7%	-8%	-3%	-3%	5%
CC(C)c1ccc(/C=C/C(=O)NNC(=O)c2cccnc2)cc1	-11%	-7%	2%	4%[11.4 µM]	-2.2%	4%	-3%	1%	-8%
O=C(/C=C/c1ccc(O)c(O)c1)OC1C(O)CC(OC(=O)/C=C/c2ccc(O)c(O)c2)(C(=O)O)CC1O (stereo not given)	-14%	-20%	3%	-3%	0.1%	-8%[57.1 µM]	1%[57.1 µM]	3%	-13%
COc1cc2c(cc1OC)CN(c1ccc(F)cc1[N+](=O)[O-])CC2	?	-9%	2%	-23%	4.0%	-1%[57.1 µM]	7%[57.1 µM]	7%	11%
CCCn1c(SCC(=O)Nc2nc3ccccc3s2)nc2c1c(=O)n(C)c(=O)n2C	-6%	-6%	-1%	30%	5.1%	-9%[57.1 µM]	-2%[57.1 µM]	-1%	-6%
CCn1c(CC(=O)Nc2ccc(Cl)c(Cl)c2)nnc1SCc1ccc(Cl)cc1	-11%	-2%	1%	27%	-0.5%	30%	3%	2%	-6%
Cc1cc(Cl)ccc1NC(=O)C1CCCN1C(=O)c1cccs1 (stereo not given)	-13%	-11%	-5%	-6%	1.5%	14%[57.1 µM]	0%[57.1 µM]	6%	7%
COc1nc(C#N)nc(N2CCCC2)n1	·	·	-1%	-7%	·	-26%	-2%	·	·
O=C(c1cc(-c2ccncc2)nc2ccc(Br)cc12)N1CCN(Cc2ccc3c(c2)OCO3)CC1	-22%	-9%	4%	-34%	0.2%	11%[57.1 µM]	3%[57.1 µM]	-19%	-11%
O=C(NCC(O)c1ccccc1)c1ccc(Cl)c(S(=O)(=O)N2CCCC2)c1 (stereo not given)	·	1%	4%	-2%	0.5%	12%	-1%	8%	3%
COC(=O)c1ccc(-n2c(C)cc(/C=N/Nc3nc(C)cc(=O)[nH]3)c2C)cc1	64%[activator]	-20%	0%	-16%[11.4 µM]	1.4%	-9%	1%	7%	2%
CN(C(=O)c1coc(=O)c2ccccc12)c1ccc(F)cc1	0%	0%	2%	14%	-2.7%	-1%[11.4 µM]	6%[11.4 µM]	2%	11%
Cc1cc(/C=N/NC(=O)c2cccs2)c(C)n1-c1ccccc1	30%	-25%	3%	-15%	2.9%	-19%	-8%	1%	·
COc1cc2cc(CN(CCCN3CCOCC3)Cc3nnnn3Cc3ccccc3)c(=O)[nH]c2cc1OC	30%[activator]	-6%	1%	21%	2.4%	-9%[57.1 µM]	51%	2%	-27%
COC(=O)c1ccc(CN(c2ccccc2OC)S(=O)(=O)c2cccs2)o1	-19%	-18%	1%	-7%	-0.5%	-112%	-8%	11%	12%
CCOC(=O)C1(Cc2ccccc2)CCCN(S(=O)(=O)N(C)C)C1 (stereo not given)	-12%	-22%	0%	-6%	-0.1%	16%	4%	9%	0%
CCCCc1nc(S(=O)(=O)c2ccc(Cl)cc2)c(N2CCOCC2)o1	0%	-9%	-11%	-18%[11.4 µM]	3.0%	1.6µM*	0%[11.4 µM]	3%	-2%

The closing three compounds of the section above lead into the next:
SMILES	ALOX12 inh	USP1 inh	Vif-APOBEC3G blk	RGS4 inh	RXFP1 ag	TrxR1 inh	TrxR1 substrate	IDH1 R132H inh	Vif-A3F inh
COC(=O)c1ccc(CN(c2ccccc2OC)S(=O)(=O)c2cccs2)o1	-19%	-18%	1%	-7%	-0.5%	-112%	-8%	11%	12%
CCOC(=O)C1(Cc2ccccc2)CCCN(S(=O)(=O)N(C)C)C1 (stereo not given)	-12%	-22%	0%	-6%	-0.1%	16%	4%	9%	0%
CCCCc1nc(S(=O)(=O)c2ccc(Cl)cc2)c(N2CCOCC2)o1	0%	-9%	-11%	-18%[11.4 µM]	3.0%	1.6µM*	0%[11.4 µM]	3%	-2%
CCOc1ccc(-c2cc(C(=O)NCCCN3CCN(CC)CC3)c3ccccc3n2)cc1	7%	-14%	-1%	25%	1.0%	14%	73%[activator]	2%	-3%
CN1CCc2nc3sc(C(=O)Nc4ccccc4C(F)(F)F)c(N)c3cc2C1	-7%	-23%	-11%	-27%	4.8%	0%	15%	11%	-1%
C[C@H](CO)N1C[C@H](C)[C@@H](CN(C)S(=O)(=O)c2ccccc2)Oc2c(NS(=O)(=O)c3ccccc3)cccc2C1=O	?	?	-3%	-10%	·	22%	9%	9%	2%
Cc1ccc(SCC2=NNC(=O)C2)cc1	-41%	-23%	1%	-14%	0.1%	?	-2%	7%	4%
CCOc1cc(CNC(=O)Cn2c(-c3cccs3)cc3cc(F)ccc32)ccc1OC	-1%	-13%	-10%	-5%	2.4%	3%	24%	-8%	-4%
COc1cccc(NC(=S)NN=C2CCCCCC2)c1	?	-27%	-3%	-49%	-3.5%	-4%[57.1 µM]	5%[57.1 µM]	2%	-3%

High-throughput results deposited in PubChem by National Center for Advancing Translational Sciences (NCATS).
